# Source: PubChem
# CHO parental Ca – signal in parental CHO cells, OX1R antagonist counter-screen; parental CHO-K1, ATP-induced calcium, Fluo-8 fluorescence; inhibition, % at 5.6 µM; 0.63% of 330,000 active;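 active = inhibition above that plate's mean sample inhibition plus 3 SD, cut at about 26% in these data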;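 also: 0% = ATP-challenged DMSO wells and 100% = DMSO wells without ATP; some compounds past the cut are filed as inactive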
#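 Material: parental CHO cells / Compound: single nominal dose of 5.6 µM per compound / Signal: Fluo-8 fluorescence / Replicates: singlicate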
# OXTR potentiator – potentiates the human oxytocin receptor response. 0.061% of 320,000 active. P30559. CHO-OTR cells, Fluo-8 calcium fluorescence, potentiator mode; 0% = oxytocin EC15, 100% = EC100. activation, % at 3 µM;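 active = activation above that plate's cutoff, the mean activation of tested compounds plus 3 SD, cut at about 6.6% in these data, passing the limit was not always enough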;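 also: 100% uses oxytocin at 75 nM as the full agonist control; some results filed as inactive read as strong as hits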
# Target sequence (P30559 whole entry, looked up): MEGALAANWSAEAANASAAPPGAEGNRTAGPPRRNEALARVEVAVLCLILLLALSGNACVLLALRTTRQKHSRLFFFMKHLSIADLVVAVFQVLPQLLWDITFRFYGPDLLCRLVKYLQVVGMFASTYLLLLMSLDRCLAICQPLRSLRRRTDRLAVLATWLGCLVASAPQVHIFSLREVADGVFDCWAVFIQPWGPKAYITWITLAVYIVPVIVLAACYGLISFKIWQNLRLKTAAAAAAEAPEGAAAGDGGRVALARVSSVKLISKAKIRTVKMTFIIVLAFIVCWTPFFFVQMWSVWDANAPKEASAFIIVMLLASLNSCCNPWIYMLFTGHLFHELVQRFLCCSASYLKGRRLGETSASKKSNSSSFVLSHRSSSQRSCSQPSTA
#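 System: human OTR in CHO cells; Also added: sub-maximal oxytocin, roughly EC15; Timing: compound 6 min at room temperature before oxytocin, 100 s read; Technique: Fluo-8 intracellular calcium fluorescence, ex 470-495, em 515-575 nm; Controls: oxytocin EC15 low and EC100 high; Replication: singlicate.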
# CHO-K1 Ca ag – nonselective activator or artifact in parental CHO-K1 cells; AID 602248; activation, % at 3 µM; 0.48% of 360,000 active; Fluo-8 calcium fluorescence; scaled to maximal ATP response, vehicle zero; in the data active = activation above about 15%;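 also: untransfected CHO-K1 host cells lacking M1 receptor as counterscreen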
# GPR7 antagonist – human neuropeptides B/W receptor 1 antagonism; P48145; GPR7-expressing cells, fluorescence antagonist assay; inhibition, % at 4.4 µM; 1.1% of 290,000 active; in the data active = inhibition above about 16%, passing the limit was not always enough;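 also: cells stimulated with the agonist NPW; 0% = agonist with vehicle and 100% = vehicle without agonist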
# V1aR counter – counter-screen for oxytocin receptor agonists: human V1a receptor agonists; activation, % at 3 µM; 0.25% of 320,000 active; CHO-V1R cells, Fluo-8 calcium fluorescence, agonist mode; 0% DMSO, 100% 3 nM vasopressin;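 active = activation above the mean activation of all tested compounds plus 3 SD, per screening run, cut at about 20% in these data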;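 also: signal is peak over basal fluorescence ratio across a 100 second FLIPR read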
# Target sequence (P37288 whole entry, looked up): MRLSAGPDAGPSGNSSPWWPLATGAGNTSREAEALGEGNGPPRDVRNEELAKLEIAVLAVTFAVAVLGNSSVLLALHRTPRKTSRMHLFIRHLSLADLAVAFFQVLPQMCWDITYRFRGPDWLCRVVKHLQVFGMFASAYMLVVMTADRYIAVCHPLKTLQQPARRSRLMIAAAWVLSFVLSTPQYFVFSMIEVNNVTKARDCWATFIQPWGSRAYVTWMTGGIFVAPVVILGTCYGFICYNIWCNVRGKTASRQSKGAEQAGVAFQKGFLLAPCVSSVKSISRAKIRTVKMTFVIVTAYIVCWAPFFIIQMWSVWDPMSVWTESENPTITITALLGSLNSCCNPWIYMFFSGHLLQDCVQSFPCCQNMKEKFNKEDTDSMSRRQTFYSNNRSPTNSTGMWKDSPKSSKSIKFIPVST
# CHO-K1 Ca antag – M1 antagonist counterscreen hit in parental CHO-K1 cells | inhibition, % at 3 µM | AID 602250 | ATP-induced calcium, Fluo-8 fluorescence | 0.6% of 360,000 active;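 active = inhibition above a per-plate cutoff, the plate's mean sample inhibition plus 3 SD, cut at about 24% in these data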;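 also: 0% = DMSO plus EC80 ATP and 100% = DMSO alone without ATP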
# TAAR1 antag – human TAAR1 antagonism; 1.5% of 360,000 active; CHO RD-HGA16 TAAR1, Fluo-8 calcium fluorescence, antagonist; inhibition, % at 3 µM; AID 624466; Q96RJ0;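 active = inhibition above a per-plate cutoff, the mean inhibition of test compounds on that plate plus 3 SD, cut at about 49% in these data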;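 also: 0% = DMSO plus EC80 beta-PEA response and 100% = DMSO alone without agonist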
#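 Assay system: CHO-derived RD-HGA16 cells stably expressing human TAAR1 plus Gα16. Timing: 140 s kinetic read after compound, 140 s after agonist. Technique: kinetic Fluo-8 calcium fluorescence measurement. Measure: % inhibition of agonist calcium response.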
# OXTR ag – agonists of human oxytocin receptor. P30559. activation, % at 3 µM. CHO-OTR cells, Fluo-8 calcium fluorescence; normalized: DMSO 0%, oxytocin 100%. 0.32% of 320,000 active;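 active = activation above the mean of all tested compounds plus 3 SD, cutoff set per screening run, cut at about 20% in these data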;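 also: peak over basal fluorescence ratio from a 100 s FLIPR kinetic read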
# CHO-K1 Ca PAM – nonselective activator or artifact in parental CHO-K1 calcium assay; ATP EC20, Fluo-8 calcium fluorescence; 0% at ATP EC20, 100% at ATP max; activation, % at 3 µM; AID 602247; 0.02% of 360,000 active;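 active = activation above the run cutoff, the mean activation of all test compounds plus 3 SD, cut at about 40% in these data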;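 also: peak over basal fluorescence ratio in a 140 s read after ATP addition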
# * hit, by the source's call; / = not tested or not shown.
SMILES,CHO parental Ca,OXTR potentiator,CHO-K1 Ca ag,GPR7 antagonist,V1aR counter,CHO-K1 Ca antag,TAAR1 antag,OXTR ag,CHO-K1 Ca PAM
CC(C)(C)NC(=O)Cn1c(-c2nonc2N)nc2ccccc21,-9,-7,0.1,-1,-0.2,-7,-8,-0.8,-6
Cc1cccc(NC(=O)NNC(=O)c2sccc2-n2cccc2)c1,7,-14,0.2,-11,0.3,-12,16,-1.0,9
CCc1cc2c(NCCN3CCCCC3)ncnc2s1,-7,-11,-0.1,-1,-0.1,-5,-1,-0.2,-7
COc1ccccc1C1=NOC(C)(c2sc(-c3ccc(Cl)cc3)nc2C)C1 (stereo unspecified),-23,-9,0.9,/,1.1,-22,1,0.8,16
O=C1CSC(c2ccccc2[N+](=O)[O-])N1c1cccc(F)c1 (stereo unspecified),-11,-4,-0.1,-4,-0.7,-2,-29,-0.9,-3
CCCCCC(=O)N/N=C/c1ccco1,-3,-10,0.2,2,1.0,-13,8,0.5,19
COC(=O)c1ccc(N2C(c3cc(OC)cc(OC)c3)=Cc3ccc(-c4cnc(OC)nc4)cc3C2CC(=O)C2CC2)cc1 (stereo unspecified),/,/,3.5,/,/,4,5,/,5
Cc1nc(NN)c2c3c(sc2n1)COC(C)(C)C3,-9,-4,0.6,-9,0.0,-13,-12,-1.3,12
Cc1cc(C)cc(NC(=O)C2CCN(c3nc(C)cc(C)n3)CC2)c1,-12,-1,-0.1,11,-0.8,4,0,-1.3,4
COc1ccc(/C=C/C(=O)c2oc3ccc(F)cc3c2C)cc1,2,-5,1.4,5,0.4,-8,/,0.2,16
COCCNC(=O)C(OC(=O)c1ccco1)c1ccccc1Cl (stereo unspecified),-6,-6,-0.7,-12,-0.1,5,-3,2.7,-1
CCOC(=O)c1sc(NC(=O)c2c(CC)noc2C)nc1C,-21,-4,0.3,/,0.0,-7,10,-1.4,12
COC(=O)Oc1ccc(/C=N/NC(=O)CSCc2ccccc2Br)cc1OC,-1,-12,3.3,-8,7.0,1,36,7.2,14
Cc1cccc(NC(=O)NNC(=O)c2ccc(C)c([N+](=O)[O-])c2)c1,-12,-2,0.0,-2,-0.1,-7,7,-0.4,19
CCOC(=O)Cn1c2ccccc2n2nc(CCC(=O)O)c(=O)nc12,1,4,-0.1,-4,2.0,-7,13,0.5,8
Cc1ccc(S(=O)(=O)Nc2ccc(N3CCCCC3)cc2)cc1,-10,-7,0.2,-5,1.8,-6,6,-0.5,-11
CCOC(=O)c1nn(-c2ccc(F)cc2)c2nc(CC(C)C)c(C#N)c(=O)n12,-31,1,-0.1,-4,-0.7,3,2,-2.4,17
COC(=O)c1cc(-c2ccc(F)cc2)n(-c2ccccc2)n1,-7,-3,-0.1,-1,-0.4,-6,-16,-0.2,-8
CCN(CC)c1ccc(/C=N/n2c(C)nc3ccccc3c2=O)cc1,-3,-14,1.6,-5,0.0,-6,37,-1.2,-4
CN1CCN(c2ccc(Cl)cc2NC(=O)CN2C(=O)NC(C)(c3ccccc3)C2=O)CC1 (stereo unspecified),-10,-11,0.6,/,0.7,2,4,1.3,24
CC(Nc1nc(Nc2ccc(F)cc2)nc(SCC(N)=O)n1)c1ccccc1 (stereo unspecified),-29,3,-0.4,-21,-1.7,10,-36,-2.9,-8
COc1cccc(CNS(=O)(=O)c2cc3c4c(c2)CCN4C(=O)CC3)c1,-2,-15,0.3,/,-0.4,3,-11,0.1,-15
CC(N)c1ccc(Cl)cc1Cl (stereo unspecified),-1,1,-0.6,-16,0.1,9,-1,0.7,-4
Cc1ccc(NC(=O)CNC(=O)c2cccs2)nc1,-14,0,1.2,/,1.5,-6,-9,-0.9,13

# A portion from further up, as a working copy:
SMILES,CHO parental Ca,OXTR potentiator,CHO-K1 Ca ag,GPR7 antagonist,V1aR counter,CHO-K1 Ca antag,TAAR1 antag,OXTR ag,CHO-K1 Ca PAM
CCOC(=O)c1sc(NC(=O)c2c(CC)noc2C)nc1C,-21,-4,0.3,/,0.0,-7,10,-1.4,12
COC(=O)Oc1ccc(/C=N/NC(=O)CSCc2ccccc2Br)cc1OC,-1,-12,3.3,-8,7.0,1,36,7.2,14
Cc1cccc(NC(=O)NNC(=O)c2ccc(C)c([N+](=O)[O-])c2)c1,-12,-2,0.0,-2,-0.1,-7,7,-0.4,19
CCOC(=O)Cn1c2ccccc2n2nc(CCC(=O)O)c(=O)nc12,1,4,-0.1,-4,2.0,-7,13,0.5,8
Cc1ccc(S(=O)(=O)Nc2ccc(N3CCCCC3)cc2)cc1,-10,-7,0.2,-5,1.8,-6,6,-0.5,-11
CCOC(=O)c1nn(-c2ccc(F)cc2)c2nc(CC(C)C)c(C#N)c(=O)n12,-31,1,-0.1,-4,-0.7,3,2,-2.4,17
COC(=O)c1cc(-c2ccc(F)cc2)n(-c2ccccc2)n1,-7,-3,-0.1,-1,-0.4,-6,-16,-0.2,-8
CCN(CC)c1ccc(/C=N/n2c(C)nc3ccccc3c2=O)cc1,-3,-14,1.6,-5,0.0,-6,37,-1.2,-4
CN1CCN(c2ccc(Cl)cc2NC(=O)CN2C(=O)NC(C)(c3ccccc3)C2=O)CC1 (stereo unspecified),-10,-11,0.6,/,0.7,2,4,1.3,24
CC(Nc1nc(Nc2ccc(F)cc2)nc(SCC(N)=O)n1)c1ccccc1 (stereo unspecified),-29,3,-0.4,-21,-1.7,10,-36,-2.9,-8

# New compounds follow:
SMILES,CHO parental Ca,OXTR potentiator,CHO-K1 Ca ag,GPR7 antagonist,V1aR counter,CHO-K1 Ca antag,TAAR1 antag,OXTR ag,CHO-K1 Ca PAM
Cn1cnc(S(=O)(=O)N2CCCCC2c2cc(C(=O)Nc3cccc(C#N)c3)no2)c1 (stereo unspecified),/,/,1.4,/,/,2,0,/,10
COc1ccc(NC(C)=O)cc1CP(=O)(c1ccccc1)c1ccccc1,-14,-13,1.0,0,1.2,-18,1,0.2,0
CC(=O)Nc1ccc(N(C(=O)CNC(=O)c2ccco2)C(C(=O)NCc2ccco2)c2ccccc2)cc1 (stereo unspecified),-7,8,0.1,-20,0.6,-10,-9,0.9,16
O=C(c1ccc(F)cc1)C1CCN(Cc2cn[nH]c2-c2ccccc2)CC1,-6,-10,0.6,-8,-1.2,-8,-19,0.7,14
O=c1c2c([nH]c3ccccc13)CCCCCC2,-9,-2,0.6,-3,1.6,-4,-3,3.2,16
COc1ccc(NC(=S)N2CCC3CC2c2cc(-c4ccc5c(c4)OCO5)ccc23)c(OC)c1 (stereo unspecified),/,/,1.9,/,/,2,32,/,23
CC(C)CC1Nc2ncnc(N3CCN(c4ccccc4)CC3)c2N(Cc2ccc(Cl)cc2)C1=O (stereo unspecified),-37,-11,0.1,/,-0.7,-25,3,-0.9,10
O=C(c1ccccc1)N1CCCC(C(=O)N2CCN(c3ccccc3)CC2)C1 (stereo unspecified),-25,0,0.6,-4,-0.2,-6,-6,-1.1,14
Cn1cc(S(=O)(=O)NC[C@H]2O[C@@H](n3ccc(=O)[nH]c3=O)[C@H](O)[C@@H]2O)cn1,/,/,1.1,/,/,-4,-9,/,15
Cc1cc(=O)c2ccccc2s1,-4,0,0.0,8,0.9,2,-10,-0.2,19
CCCCN1C(=O)C(=O)NC[C@H]1Cc1cccc2ccccc12,/,/,-0.3,/,/,-13,-9,/,6
CC(C)CCNC(=O)NC(=O)COC(=O)/C=C/c1cc(Br)ccc1F,-1,-4,-0.1,-8,-0.8,-4,/,-1.4,5
CS(=O)(=O)c1ccc(C(=O)OCC(=O)NC(=O)C2COc3ccccc3O2)cc1[N+](=O)[O-] (stereo unspecified),-16,-9,0.7,/,7.4,-13,2,10,14
O=C(CCl)Nc1nc(-c2ccco2)c(-c2ccco2)s1,-6,2,1.1,-4,0.0,-14,7,-1.9,15
CCN(CC)C(=O)c1[nH]cnc1C(=O)NCc1ccc(CNC(=O)OC(C)(C)C)cc1,-18,-1,0.4,/,0.3,7,13,0.1,-10
O=C(Nc1ccc(Br)cc1)c1ccc(F)c(S(=O)(=O)N2CCN(c3ccccn3)CC2)c1,3,-5,0.5,-25,2.0,11,40,4.7,-15
O=C(O)c1ccc(/C=N/Nc2nnnn2-c2ccccc2)cc1,-1,1,0.8,2,1.1,-13,1,0.4,29
O=C(Nc1ccc2c(c1)OCO2)C1CCCN(S(=O)(=O)c2cccs2)C1 (stereo unspecified),-9,-10,2.1,1,6.4,12,/,3.9,-8
COc1ccc(Nc2nc(C)c(-c3ccccc3)s2)cc1,-21,-2,0.0,-10,-0.7,-14,-36,-1.8,31
COc1ccc(N2C(=O)CC(c3ccc(OC(C)C)cc3)C2=O)cc1 (stereo unspecified),-12,-5,2.7,/,1.6,-9,-7,0.8,17
CCn1c(/C(C#N)=C(\O)CCc2ccccc2)nc2ccccc21,2,-5,0.0,3,0.1,-7,10,0.1,13
CCN(CC(=O)NCc1cccs1)C(=O)C1CC(=O)N(c2ccc(OC)cc2OC)C1 (stereo unspecified),-8,-7,0.5,/,-0.8,10,-38,-0.9,-14
O=C(NCC(c1cccs1)N1CCOCC1)C1CCN(S(=O)(=O)c2cccc(C(F)(F)F)c2)CC1 (stereo unspecified),-17,-10,-0.1,/,-1.1,-4,-10,-0.2,-9
CC(C)(C)CC(=O)Nc1nn[nH]n1,-2,-2,-0.1,-12,0.6,-2,14,1.6,8
Cc1ccc(N2C(=O)C3C(C2=O)C2C=CC3C23CC3)cc1 (stereo unspecified),-9,-6,0.1,-8,-0.2,9,-12,-2.2,18
NC(=O)COc1cccc2cccnc12,-7,-1,1.9,16,0.4,-25,2,0.2,19
S=C1N(c2ccccc2)C(c2ccc(Cl)cc2)N2CCCN12 (stereo unspecified),-15,-4,-0.3,17,-0.3,-3,3,-2.0,7
O=C(CCN1CCCCC1c1cccnc1)NCc1ccccc1 (stereo unspecified),-13,-2,-0.1,-11,-0.4,-8,8,0.6,-1
CCN(CC)CCN1C(=O)C(=O)/C(=C(/O)c2cccc(OC)c2)C1c1ccccn1 (stereo unspecified),-15,-3,0.2,-3,0.1,-9,12,0.9,10
CCOC(=O)c1cc(C#N)c(Oc2ccccc2OC)nc1-c1ccccc1,-22,-12,-0.2,-3,0.6,-11,9,-1.6,-7
COC(=O)c1ccc(CNC(=O)c2ccc3c(c2)S(=O)(=O)N=C2CCCCCN23)cc1,-9,-4,-0.1,/,-0.2,-15,-28,-1.0,13
CCOc1ccc(NC(=O)Cn2nnc(-c3ccc(C(N)=O)cc3)n2)cc1S(=O)(=O)N1CCCC1,/,/,-0.1,/,/,14,-16,/,-19
CC1CCC(NC(=O)CN(C)S(=O)(=O)c2ccc3c(c2)c(=O)n(C)c(=O)n3C)CC1 (stereo unspecified),-3,-3,16*,-14,0.4,9,-13,0.6,-12
